# S aureus QS inh – S. aureus quorum sensing inhibition. S. aureus RN6390 RNAIII-GFP reporter, AIP-induced, flow cytometry 3 h. inhibition, % at 2 µM. 24,000 tested, 0.3% active;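 active means share of bacteria positive for the green fluorescent reporter and its mean brightness both inhibited by 50% or more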;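 further: 0% = AIP-stimulated control and 100% = unstimulated bacteria without AIP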
# S aureus QS inh GFP MFI % – also measured in S aureus QS inh; calls as there; inhibition, %; measured here: inhibition of GFP MFI
# The depositor's hits bear a star. A portion of the library; the hit share may differ from the screen's.
> CC(C)C(=O)NC(C)C(c1cccs1)N1CCN(c2ccccc2)CC1 (stereo not drawn)
  S aureus QS inh = -1; S aureus QS inh GFP MFI % = -3
> Cc1cc(C)nc(N2CCCC(C(=O)Nc3nc4ccc(S(C)(=O)=O)cc4s3)C2)n1 (stereo not drawn)
  S aureus QS inh = 0; S aureus QS inh GFP MFI % = -13
> CC1CCC(C(=O)NC(C(=O)N2CCC(N3CCCCC3)CC2)C(C)C)CC1 (stereo not drawn)
  S aureus QS inh = 3; S aureus QS inh GFP MFI % = 7
> CC(C)(C)OC(=O)N1CCC(C(=O)N[C@H](Cc2ccccc2)C(=O)O)CC1
  S aureus QS inh = 0; S aureus QS inh GFP MFI % = 5
> COc1ccccc1CNS(=O)(=O)c1ccc2[nH]cc(C(=O)O)c(=O)c2c1
  S aureus QS inh = 4; S aureus QS inh GFP MFI % = 3
> CCOc1ccc(C(=O)N2CCN=C2SC)cc1OCC
  S aureus QS inh = -1; S aureus QS inh GFP MFI % = -4
> O=C(c1cc(-c2ccco2)on1)N1CCN(C(c2ccccc2)c2ccccc2)CC1
  S aureus QS inh = 0; S aureus QS inh GFP MFI % = -19
> O=C(Cc1ccccc1)n1nc(-c2ccccc2)nc1NCc1ccco1
  S aureus QS inh = 2; S aureus QS inh GFP MFI % = 9
> Oc1c(CN2CCc3ccccc3C2)cc(Cl)c2cccnc12
  S aureus QS inh = -5; S aureus QS inh GFP MFI % = -22
> CCOc1ccc(-n2c(Cc3cc(=O)[nH]c(=O)[nH]3)nnc2SCC(=O)NC2CCCC2)cc1
  S aureus QS inh = -2; S aureus QS inh GFP MFI % = -11
> COc1ccc(C(=O)N2CCCCC2)cc1S(=O)(=O)Nc1ccccc1
  S aureus QS inh = -1; S aureus QS inh GFP MFI % = 9
> COCc1cc(C)c2c(N)c(C#N)sc2n1
  S aureus QS inh = -3; S aureus QS inh GFP MFI % = 9
> COc1ccc(N(C(=O)c2ccco2)C(C(=O)NC2CCCC2)c2ccc(N(C)C)cc2)cc1OC (stereo not drawn)
  S aureus QS inh = 1; S aureus QS inh GFP MFI % = 3
> COc1ccc(N2CCN(Cc3cc(=O)oc4cc(C)c(Cl)c(C)c34)CC2)cc1
  S aureus QS inh = 1; S aureus QS inh GFP MFI % = 7
> COc1ccc(N(CC(=O)NC2CCCC2)C(=O)Cn2nnc(-c3ccc(C)cc3)n2)cc1
  S aureus QS inh = -1; S aureus QS inh GFP MFI % = -2

> COc1ccc(OC)c2[nH]c(=O)c(CCNS(=O)(=O)c3ccccc3)cc12
  S aureus QS inh = -1; S aureus QS inh GFP MFI % = 2
> COc1cccc(OCc2nc3c4cnn(-c5ccccc5)c4ncn3n2)c1
  S aureus QS inh = 0; S aureus QS inh GFP MFI % = 3
> O=C(Nc1ccc2c(c1)OCCO2)C1CCCN1S(=O)(=O)c1cccc2cccnc12 (stereo not drawn)
  S aureus QS inh = 0; S aureus QS inh GFP MFI % = 5
> COc1ccc(-c2nc(CSCC(=O)N3CCN(C4CCCCC4)CC3)c(C)o2)cc1OC
  S aureus QS inh = -1; S aureus QS inh GFP MFI % = 0
> CC(C)OC(=O)CSc1nnc(-c2ccc(O)cc2)n1Cc1ccccc1
  S aureus QS inh = 0; S aureus QS inh GFP MFI % = 15
> C=CCOc1ccc(C2N3CC4(C)CN2CC(CCC)(C3)C4=O)cc1 (stereo not drawn)
  S aureus QS inh = -1; S aureus QS inh GFP MFI % = 1
> CC(C)(C)C1CCc2onc(C(=O)Nc3cnn(Cc4ccc(F)cc4)c3)c2C1 (stereo not drawn)
  S aureus QS inh = 6; S aureus QS inh GFP MFI % = 20
> Cc1cc(C)n2c(SCc3ccc(C#N)cc3)nnc2n1
  S aureus QS inh = -2; S aureus QS inh GFP MFI % = 13
> CCOc1ccc(-c2cc(CCCC(=O)NCc3ccco3)no2)cc1
  S aureus QS inh = -3; S aureus QS inh GFP MFI % = -5
> COc1ccc(-c2cc(C(=O)NCC(C)C)no2)cc1
  S aureus QS inh = -2; S aureus QS inh GFP MFI % = -28
> COc1ccc(-c2ccc(=O)[nH]n2)cc1
  S aureus QS inh = 0; S aureus QS inh GFP MFI % = 7
> Cc1cc2c(cc1C)/C(=C\C(N)=O)NC(C)(C)C2
  S aureus QS inh = -1; S aureus QS inh GFP MFI % = 6
> CCN1C(=O)CC(N2CCN(c3ccc(Cl)cc3)CC2)C1=O (stereo not drawn)
  S aureus QS inh = -3; S aureus QS inh GFP MFI % = 0
> CC(O)c1nc2ccccc2n1C1CCCCC1 (stereo not drawn)
  S aureus QS inh = -1; S aureus QS inh GFP MFI % = -29
> Cc1cccc(N(C(=O)c2cnc3n(c2=O)CCS3)C2CCCCC2)c1
  S aureus QS inh = 0; S aureus QS inh GFP MFI % = 8

> CCOc1ccc(S(=O)(=O)n2ccnc2)c2ccccc12
  S aureus QS inh = 4; S aureus QS inh GFP MFI % = 12
> CCOC(=O)c1cnc(-n2nc(C)cc2C)nc1Nc1ccc(N(C)C)cc1
  S aureus QS inh = 0; S aureus QS inh GFP MFI % = 9
> COCCCNC(=O)C1CCCN(C(=O)Nc2ccc(OC)cc2)C1 (stereo not drawn)
  S aureus QS inh = 0; S aureus QS inh GFP MFI % = -6
> C=CCSc1nnc(Cc2c(C)[nH]c3ccccc23)o1
  S aureus QS inh = -1; S aureus QS inh GFP MFI % = 0
> CC(=O)c1cc(C#N)c(SCC(=O)OC(C)(C)C)nc1C
  S aureus QS inh = 10; S aureus QS inh GFP MFI % = 19
> Cc1nn(-c2ccccc2)c2c1C(=O)NC(=O)C(C)(C)C2
  S aureus QS inh = 4; S aureus QS inh GFP MFI % = 28
> FC(F)(F)c1cc(-c2ccccc2)nc(NCC2CCCO2)n1 (stereo not drawn)
  S aureus QS inh = 1; S aureus QS inh GFP MFI % = 8
> COc1ccc(/C=C(/C#N)c2cccnc2)cc1OC
  S aureus QS inh = 1; S aureus QS inh GFP MFI % = 10
> COc1ccc(CC(=O)Nc2c3c(nn2-c2cccc(C)c2C)CS(=O)(=O)C3)cc1
  S aureus QS inh = 3; S aureus QS inh GFP MFI % = 5
> CC(=O)c1c(C)nc(-c2ccc3c(c2)OCO3)n1O
  S aureus QS inh = -3; S aureus QS inh GFP MFI % = -19
> O=C1CCCC2=C1C(c1cccc(Br)c1)n1nc(-c3ccco3)nc1N2 (stereo not drawn)
  S aureus QS inh = 0; S aureus QS inh GFP MFI % = 6
> CC(=O)Nc1cccc(NC(=O)CSc2nnc(Cc3cccn3C)n2-c2ccc(C)cc2)c1
  S aureus QS inh = -6; S aureus QS inh GFP MFI % = -14
> CCOc1ccc(OCC)c(NC(=O)C2CCN(S(=O)(=O)c3cnc[nH]3)CC2)c1
  S aureus QS inh = 2; S aureus QS inh GFP MFI % = 1
> CCCCNS(=O)(=O)c1ccc(OC)c2ncccc12
  S aureus QS inh = 0; S aureus QS inh GFP MFI % = 8
> Cc1cccc2sc(NC(=O)Cn3cccc3)nc12
  S aureus QS inh = -3; S aureus QS inh GFP MFI % = 6

# Pulled by compound from above:
> C=CCSc1nnc(Cc2c(C)[nH]c3ccccc23)o1
  S aureus QS inh = -1; S aureus QS inh GFP MFI % = 0
> CC(=O)Nc1cccc(NC(=O)CSc2nnc(Cc3cccn3C)n2-c2ccc(C)cc2)c1
  S aureus QS inh = -6; S aureus QS inh GFP MFI % = -14

# Continuation.
> COc1ccc(-n2c(=O)cc(N3CCN(Cc4ccccc4)CC3)[nH]c2=O)cc1
  S aureus QS inh = -1; S aureus QS inh GFP MFI % = -14
> CCN1CCN(C(=O)Cn2ncc3c2-c2ccccc2OC3)CC1
  S aureus QS inh = -3; S aureus QS inh GFP MFI % = -12
> CC(=O)N1CCN(c2ccc(NCc3ccc(C)s3)cc2)CC1
  S aureus QS inh = -3; S aureus QS inh GFP MFI % = -11
> COc1ccc(-n2nnc3c(=O)n(C/C=C/c4ccccc4)cnc32)cc1
  S aureus QS inh = 4; S aureus QS inh GFP MFI % = 14
> Cc1nnc(C)c2c(C)n(Cc3ccc4c(c3)OCO4)c(C)c12
  S aureus QS inh = -1; S aureus QS inh GFP MFI % = 2
> Cc1ccc(S(=O)(=O)N2CCOCC(=O)NCCOCCNC(=O)COCC2)cc1
  S aureus QS inh = -2; S aureus QS inh GFP MFI % = -13
> O=C(NCCN1C(=O)C2C3C=CC(C3)C2C1=O)Nc1ccccc1O (stereo not drawn)
  S aureus QS inh = -3; S aureus QS inh GFP MFI % = -21
> C=CCn1nnc2sc3c(c2c1=O)CCC(C)C3 (stereo not drawn)
  S aureus QS inh = -3; S aureus QS inh GFP MFI % = -21
> COc1ccccc1CNC(=O)C1CCCN(S(=O)(=O)c2cccc3cccnc23)C1 (stereo not drawn)
  S aureus QS inh = 0; S aureus QS inh GFP MFI % = 6
> COc1ccc(-c2nnnn2C)cc1S(=O)(=O)NCc1ccccc1
  S aureus QS inh = 0; S aureus QS inh GFP MFI % = -5
> CS(=O)(=O)c1ccc2nc(NC(=O)CCC(=O)c3cccs3)sc2c1
  S aureus QS inh = 0; S aureus QS inh GFP MFI % = 7
> COc1ccc(NC(=O)CNS(=O)(=O)c2cccc3nonc23)c(OC)c1
  S aureus QS inh = -1; S aureus QS inh GFP MFI % = -6
> O=C(CSc1ccc2nnc(-c3ccccc3)n2n1)NCC1CCCO1 (stereo not drawn)
  S aureus QS inh = 5; S aureus QS inh GFP MFI % = 36
> CC1CN(c2nc3ccccc3nc2C(C#N)C(=O)NCc2ccc3c(c2)OCO3)CC(C)O1 (stereo not drawn)
  S aureus QS inh = -1; S aureus QS inh GFP MFI % = 0
> COC(=O)Nc1ccc(C)c(NC(=O)OC)c1
  S aureus QS inh = -1; S aureus QS inh GFP MFI % = -8

# A section taken from the entries so far:
> CCOc1ccc(OCC)c(NC(=O)C2CCN(S(=O)(=O)c3cnc[nH]3)CC2)c1
  S aureus QS inh = 2; S aureus QS inh GFP MFI % = 1
> CCCCNS(=O)(=O)c1ccc(OC)c2ncccc12
  S aureus QS inh = 0; S aureus QS inh GFP MFI % = 8
> Cc1cccc2sc(NC(=O)Cn3cccc3)nc12
  S aureus QS inh = -3; S aureus QS inh GFP MFI % = 6
> COc1ccc(-n2c(=O)cc(N3CCN(Cc4ccccc4)CC3)[nH]c2=O)cc1
  S aureus QS inh = -1; S aureus QS inh GFP MFI % = -14
> CCN1CCN(C(=O)Cn2ncc3c2-c2ccccc2OC3)CC1
  S aureus QS inh = -3; S aureus QS inh GFP MFI % = -12
> CC(=O)N1CCN(c2ccc(NCc3ccc(C)s3)cc2)CC1
  S aureus QS inh = -3; S aureus QS inh GFP MFI % = -11
> COc1ccc(-n2nnc3c(=O)n(C/C=C/c4ccccc4)cnc32)cc1
  S aureus QS inh = 4; S aureus QS inh GFP MFI % = 14
> Cc1nnc(C)c2c(C)n(Cc3ccc4c(c3)OCO4)c(C)c12
  S aureus QS inh = -1; S aureus QS inh GFP MFI % = 2
> Cc1ccc(S(=O)(=O)N2CCOCC(=O)NCCOCCNC(=O)COCC2)cc1
  S aureus QS inh = -2; S aureus QS inh GFP MFI % = -13
> O=C(NCCN1C(=O)C2C3C=CC(C3)C2C1=O)Nc1ccccc1O (stereo not drawn)
  S aureus QS inh = -3; S aureus QS inh GFP MFI % = -21
> C=CCn1nnc2sc3c(c2c1=O)CCC(C)C3 (stereo not drawn)
  S aureus QS inh = -3; S aureus QS inh GFP MFI % = -21
> COc1ccccc1CNC(=O)C1CCCN(S(=O)(=O)c2cccc3cccnc23)C1 (stereo not drawn)
  S aureus QS inh = 0; S aureus QS inh GFP MFI % = 6
> COc1ccc(-c2nnnn2C)cc1S(=O)(=O)NCc1ccccc1
  S aureus QS inh = 0; S aureus QS inh GFP MFI % = -5
> CS(=O)(=O)c1ccc2nc(NC(=O)CCC(=O)c3cccs3)sc2c1
  S aureus QS inh = 0; S aureus QS inh GFP MFI % = 7
> COc1ccc(NC(=O)CNS(=O)(=O)c2cccc3nonc23)c(OC)c1
  S aureus QS inh = -1; S aureus QS inh GFP MFI % = -6
> O=C(CSc1ccc2nnc(-c3ccccc3)n2n1)NCC1CCCO1 (stereo not drawn)
  S aureus QS inh = 5; S aureus QS inh GFP MFI % = 36
> CC1CN(c2nc3ccccc3nc2C(C#N)C(=O)NCc2ccc3c(c2)OCO3)CC(C)O1 (stereo not drawn)
  S aureus QS inh = -1; S aureus QS inh GFP MFI % = 0
> COC(=O)Nc1ccc(C)c(NC(=O)OC)c1
  S aureus QS inh = -1; S aureus QS inh GFP MFI % = -8

# (further entries)
> Cc1cccc(NC(=O)CCN2C(=O)C3C4C=CC(C4)C3C2=O)n1 (stereo not drawn)
  S aureus QS inh = 1; S aureus QS inh GFP MFI % = 6
> CCn1c(CCC(=O)Nc2nc3c(s2)CCCC3)nc2cc(S(=O)(=O)N(C)C)ccc21
  S aureus QS inh = -3; S aureus QS inh GFP MFI % = -6
> CC(=O)N1C(=O)C2(C(C#N)=C(N)Oc3n[nH]c(-c4ccccn4)c32)c2ccccc21 (stereo not drawn)
  S aureus QS inh = -2; S aureus QS inh GFP MFI % = -6
> COC(=O)NC1CSCC1OC(=O)CCN1C(=O)c2ccccc2C1=O (stereo not drawn)
  S aureus QS inh = -2; S aureus QS inh GFP MFI % = -12
> CCOc1ccc(-n2ccnc2SCC(=O)NCc2ccc3c(c2)OCO3)cc1
  S aureus QS inh = 2; S aureus QS inh GFP MFI % = 9
> O=C(c1ccc(Br)o1)N(c1ccc(Br)cc1)C1C=CS(=O)(=O)C1 (stereo not drawn)
  S aureus QS inh = -1; S aureus QS inh GFP MFI % = -4

# Compound activity (PubChem)
